TCR activator = Activators of T cell receptors: qHTS campaign | primary human leukocytes, anti-CD3, IL-2 HTRF, 48 h | Potency, µM (titrated, usually from 9.22 µM), for the others: at the highest dose activation of IL-2 secretion, most hits filed as activators | 330,000 tested, under 10 active | AID 504894, 2011; note: % of control where 0% means no effect
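Using a-CD3 beads without co-stimulation, primary human leukocytes were exposed to compounds for 48 hr. An HTRF IL-2 kit measured the cytokine, with europium-to-d2 energy transfer producing emission at 665nm upon 320nm excitation.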
TSG101-PTAP inh = qHTS Assay for Iinhibitors of HIV-1 Budding by Blocking the Interaction of PTAP/TSG101 | Potency, µM (titrated, usually from 115 µM), for the others: at the highest dose activity change, negative = inhibition, hits mostly inhibitors | Fluorescence polarization, FITC-PTAP peptide / Tsg101 binding | 340,000 tested, under 10 active | Tumor susceptibility gene 101 protein (Homo sapiens), Q99816; active = well fitted inhibition curve with a large enough effect in the main read-out, with a control signal flat, not every such curve was filed as active; inconclusive = small, poorly fitted or top-dose-only effect, or effect the other way, or a change in a side signal; inactive = no such curve, though single readings can be large or run the other way; note: potency is the fitted concentration of half-maximal effect; % of control where 0% means no effect
Target sequence (Q99816 whole entry, looked up): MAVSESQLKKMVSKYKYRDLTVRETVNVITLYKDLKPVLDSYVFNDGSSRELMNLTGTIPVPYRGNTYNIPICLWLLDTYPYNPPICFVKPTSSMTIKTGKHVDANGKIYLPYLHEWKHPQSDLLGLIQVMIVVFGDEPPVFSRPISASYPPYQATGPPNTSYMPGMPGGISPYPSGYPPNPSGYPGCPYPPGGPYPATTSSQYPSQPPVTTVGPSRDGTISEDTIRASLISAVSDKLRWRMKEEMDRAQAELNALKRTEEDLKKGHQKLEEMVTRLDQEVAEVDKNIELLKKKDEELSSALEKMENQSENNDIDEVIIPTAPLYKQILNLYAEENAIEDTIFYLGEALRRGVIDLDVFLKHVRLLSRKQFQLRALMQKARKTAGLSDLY
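FP read-out: FITC-PTAP peptide, 50 nM final, binding Tsg101 binding domain, 10 uM final; 20 min, r.t.; 10 mM HEPES pH 7.5, 0.15 M NaCl, 0.01% Tween 20, 3 mM EDTA, 0.1 mM TCEP.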
ELG1 DNA repair = qHTS screen for small molecules that inhibit ELG1-dependent DNA repair in human embryonic kidney (HEK293T) cells expressing luciferase-tagged ELG1; HEK293T ELG1-luciferase reporter, luminescence, 16 h; DNA damage induced by 5-fluorouridine; Potency, µM (doses to about 46.1 µM), for inactives: top-dose activity change, negative = inhibition, usual class: inhibitors; actives 2.3% (n = 330,000); AID 504467, 2011; note: potency is the fitted concentration of half-maximal effect; % is set by controls: 0 for no effect and ±100 for the full control effect; nearly all actives have a fitted effect of over 55% in size
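HEK293T cells expressing luciferase-tagged ELG1 (2,000/well) received 5-Fluorouridine plus compound or DMSO for 16 hr at 37 °C. Luciferase was read by ONE-Glo luminescence after 30 min at room temperature.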
USP2a inh = qHTS Assay for Inhibitors of Ubiquitin-specific Protease USP2a Using CHOP2 as the Reporter | Ubiquitin carboxyl-terminal hydrolase 2 (Homo sapiens), O75604 | USP2 core, Ub-CHOP2 coupled fluorogenic reporter, 485/531 | Potency, µM (doses to about 38.3 µM), inactives show at the highest dose activity change, negative = inhibition, hits mostly inhibitors | actives 0.01% (n = 330,000) | AID 463254, 2010;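 note: potency is the fitted concentration of half-maximal effect; plate controls were DMSO wells for no effect and full inhibition by NEM control for full effect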
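USP2 core (10nM final) preincubated 30min RT with compound in 20mM Tris-HCl pH 8.0, 2mM CaCl2, 2mM beta-mercaptoethanol, 0.05% CHAPS; 25nM Ub-CHOP2 plus 25nM reporter substrate added, fluorescence (Ex485/Em531) read after 60min.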
B2AR arrestin = qHTS assay of beta-arrestin-biased ligands of beta2-adrenergic receptor | Beta-2 adrenergic receptor (Homo sapiens), P07550 | beta-arrestin recruitment to beta2AR, cell-based reporter | Potency, µM (series often up to 46.1 µM), for the others: at the highest dose activation, most hits filed as activators | actives 0.02% (n = 330,000) | AID 492947, 2010;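 note: potency is the fitted concentration of half-maximal effect; 0% = DMSO controls and full agonism = EC100 isoproterenol or metaproterenol; nearly all actives have a fitted effect of over 65% in size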
Target sequence (P07550 whole entry, looked up): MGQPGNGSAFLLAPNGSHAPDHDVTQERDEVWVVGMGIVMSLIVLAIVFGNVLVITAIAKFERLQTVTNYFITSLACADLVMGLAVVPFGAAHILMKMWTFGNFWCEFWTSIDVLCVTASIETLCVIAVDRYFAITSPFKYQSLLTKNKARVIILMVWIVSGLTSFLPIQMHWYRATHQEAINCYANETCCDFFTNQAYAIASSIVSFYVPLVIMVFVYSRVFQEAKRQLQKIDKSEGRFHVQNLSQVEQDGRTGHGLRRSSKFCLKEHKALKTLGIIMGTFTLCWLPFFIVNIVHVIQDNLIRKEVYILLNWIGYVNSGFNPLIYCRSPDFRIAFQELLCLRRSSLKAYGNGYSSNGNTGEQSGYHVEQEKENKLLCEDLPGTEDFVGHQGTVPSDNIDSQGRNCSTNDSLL
Tb PFK inh = qHTS Assay to Find Inhibitors of T. brucei phosphofructokinase; actives 0.17% (n = 330,000); T. brucei PFK, ADP-Glo luminescence; Potency, µM (titrated, usually from 57.5 µM), without a hit: at the highest dose activity, negative = inhibition, usual class: inhibitors; ATP-dependent 6-phosphofructokinase (Trypanosoma brucei brucei), O15648;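 note: potency is the fitted concentration of half-maximal effect; 0% = uninhibited 1x PFK enzyme wells and -100% = no-enzyme wells; nearly all actives have a fitted effect of over 60% in size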
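Luminescent ADP detection (ADP-Glo, two-step: ATP depletion then ADP-to-ATP conversion for luciferase) reported PFK activity after 45 min room-temperature reaction of 1.25 nM enzyme with 0.5 mM F6P and 0.1 mM ATP at pH 8.0.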
TSHR antag = Antagonists of the Thyroid Stimulating Hormone Receptor: HTS campaign | actives 0.2% (n = 330,000) | Thyrotropin receptor (Homo sapiens), P16473 | TSHR-expressing cells, TSH-stimulated cAMP HTRF, 2 h; stronger effect = lower value | activity change, negative = inhibition, % at 11.5 µM | AID 504810, 2011;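 active = activity change below a set negative limit, meaning inhibition stronger than a set level, cut at about -70% in these data; inconclusive = activity change between two set negative limits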; note: % is set by controls: 0 for no effect and ±100 for the full control effect
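TSHR-expressing cells, 200/well, pre-treated with compound, then stimulated with EC80 TSH (4nM final) for 2 hours at 37 deg C. cAMP measured by competitive HTRF: anti-cAMP cryptate antibody in lysis buffer plus cAMP-d2, read after 30 minutes at room temperature.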
Chronic BCR inh = qHTS Assay to Find Inhibitors of Chronic Active B-Cell Receptor Signaling; ABC-DLBCL IkBa-CBG/CBR reporter, luminescence ratio, 4 h; Potency, µM (top dose mostly 46.1 µM), without a hit: at the highest dose ratio change, negative = lower green/red ratio, most hits filed as inhibitors; actives 0.05% (n = 340,000); active = well fitted inhibition curve with a large enough effect in the signal ratio, with a control signal flat, not every such curve was filed as active; inconclusive = small, poorly fitted or top-dose-only effect, or effect the other way, or a change in a side signal; the % refers to the signal ratio;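 note: potency is the fitted concentration of half-maximal effect; plate controls were basal doxycycline-induced cells for no effect and cells given 10 µM MG132 for full effect; MG132 reads +100%, hits lower the ratio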
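TMD8 ABC-DLBCL cells carrying doxycycline-inducible green luciferase fused to IkappaBalpha plus unfused red luciferase were exposed to compounds (up to 46 uM) for 4 hrs at 37C. Activity came from the overlap-corrected green/red luminescence ratio.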
Mito fusion yeast = qHTS Assay for Small Molecule Inhibitors of Mitochondrial Division or Activators of Mitochondrial Fusion; AID 485298, 2010; actives 0.23% (n = 320,000); Potency, µM (highest dose often 46.1 µM), inactives show at the highest dose growth rescue (activation), actives largely listed as activators; S. cerevisiae fusion-defective mutant growth rescue, CellTiterGlo 48 h;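 note: potency is the fitted concentration of half-maximal effect; % of control where 0% means no effect; nearly all actives have a fitted effect of over 45% in size; temperature-sensitive fusion mutants such as fzo1-1 at 37 °C on non-fermentable ethanol glycerol medium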
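Read-out: ATP-based luminescence (CellTiterGlo, 10 min ambient) reporting growth of fusion-defective ts yeast after 48 hours at 37C on glycerol/ethanol YPEG medium in the presence of compound.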
Eya2 inh = qHTS Assay for Inhibitors of the Phosphatase Activity of Eya2; Potency, µM (titrated, usually from 76.9 µM), for inactives: top-dose activity, negative = inhibition, actives largely listed as inhibitors; actives 0.006% (n = 330,000); Protein phosphatase EYA2 (Homo sapiens), O00167; recombinant Eya2, OMFP fluorescence dephosphorylation (OMFP is methylfluorescein phosphate); note: potency is the fitted concentration of half-maximal effect; % is set by controls: 0 for no effect and ±100 for the full control effect
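Eya2 (0.2 uM) preincubated 10 min at ambient with compound, then OMFP substrate added at 50 uM; 10 min reaction in 50 mM HEPES pH 7.5, 50 mM NaCl, 5 uM MgCl2, 0.05% BSA, 1 mM DTT. Fluorescence read at Ex 485/Em 525 nm.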
uPA surface inh = qHTS for Inhibitors of Cell Surface uPA Generation; actives 0.31% (n = 330,000); Potency, µM (highest dose often 38.3 µM), for inactives: top-dose activity change, negative = inhibition, actives largely listed as inhibitors; cell surface uPA generation assay, qHTS; active = well fitted inhibition curve with a large enough effect; inconclusive = small, poorly fitted or top-dose-only effect; inactive = no such curve, though single readings can be large or run the other way; tested in mouse RAW 264.7 cells; note: potency is the fitted concentration of half-maximal effect; % is set by controls: 0 for no effect and ±100 for the full control effect; nearly all actives have a fitted effect of over 55% in size
Numbers without * were called inactive; u = inconclusive; x = not tested or not shown; [ ] = another dose, or the depositor's remark. Unless noted, calls come from the whole dose curve; as a rule, active = well fitted curve in the direction sought with a large enough effect; inconclusive = small, poorly fitted or top-dose-only effect, or another doubt; inactive = no such curve, though single readings can be large; an effect the other way counts as inactive or inconclusive.

SMILES	TCR activator	TSG101-PTAP inh	ELG1 DNA repair	USP2a inh	B2AR arrestin	Tb PFK inh	TSHR antag	Chronic BCR inh	Mito fusion yeast	Eya2 inh	uPA surface inh
CCN(CC)CC(O)CN1c2ccccc2Sc2ccccc21 (configuration not stated)	0%	0%	11%	2%	0.8%	-4%	-9	u	-9%	7%	-4%
COc1cc(/C=C/c2nc(-c3ccccc3O)n[nH]2)cc(OC)c1OC	1%[46.1 µM]	2%	u	0%	-1.9%	19%	-31	u	u	-11%	-2%
Cc1nc2ccc(C(C(F)(F)F)(C(F)(F)F)C(F)(F)F)cc2[nH]1	6%	-9%	-2%	0%	-0.1%	2%	-44	-12%	-9%	-25%	7%
Cc1cc(Cl)ccc1NNC(=O)c1snnc1C	-3%	0%	4%	0%	-0.6%	-2%	-4	0%	-3%	11%	-4%
CC(C)C[C@H](NC(=O)c1[nH]cnc1C(=O)N[C@@H](Cc1ccccc1)C(=O)OCc1ccccc1)C(=O)OCc1ccccc1	-7%	-4%	-16%	-7%	0.4%	-3%	35	u	1%	1%	3%
COc1ccc(NC(=O)CN2CCCCC2)cc1S(=O)(=O)N1CCCCC1	3%	-3%	-1%	0%	-0.7%	0%	3	-1%	x	-15%	-9%
CCn1c(SCC(=O)Nc2nc(C)c(C)s2)nnc1-c1ccco1	x	-2%	-2%	1%	0.0%	1%	-5	0%	2%	-2%	x
CC(=O)c1ccc2noc(-c3ccccc3)c2c1	0%	-1%	9.2µM*	3%	0.0%	0%	-22	u	17%	3%	-3%
C=CCn1c(SCC(=O)Nc2cccnc2Cl)nnc1-c1ccc(Cl)cc1	1%[46.1 µM]	0%	u	1%	-0.9%	-8%	11	-8%	1%	-6%	14%
O=C(CSc1ccc2c(c1)OCCO2)Nc1ccc(Br)cn1	5%	-4%	u	3%	0.2%	0%	-1	7%	-4%	-1%	1%
O=C(/C=C/c1ccco1)Nc1ccc(Oc2ccccc2)cc1	2%	-3%	u	4%	0.2%	1%	-37	-9%	-1%	11%	-15%
COc1ccc(-n2c(COc3ccc4c(c3)OCO4)nnc2SCC(=O)O)cc1	3%	-2%	12%	2%	0.5%	0%	6	2%	18%	8%	7%
CCOC(=S)NC(=O)c1sc2ccccc2c1Cl	-4%	-5%	5%	0%	0.4%	7%	38	u	-6%	0%	x
CCOc1ccc(Br)cc1C(=O)N/N=C/c1c[nH]c2ccccc12	0%	-6%	-21%	7%	0.4%	9%	-4	-24%	-1%	1%	u
N#Cc1ccc(NC(=O)COC(=O)CNC(=O)C2CCCCC2)cc1	-21%	-6%	0%	3%	-0.1%	2%	1	14%	3%	14%	1%

Quoted at random: three records from the list
SMILES	TCR activator	TSG101-PTAP inh	ELG1 DNA repair	USP2a inh	B2AR arrestin	Tb PFK inh	TSHR antag	Chronic BCR inh	Mito fusion yeast	Eya2 inh	uPA surface inh
CCn1c(SCC(=O)Nc2nc(C)c(C)s2)nnc1-c1ccco1	x	-2%	-2%	1%	0.0%	1%	-5	0%	2%	-2%	x
Cc1cc(Cl)ccc1NNC(=O)c1snnc1C	-3%	0%	4%	0%	-0.6%	-2%	-4	0%	-3%	11%	-4%
CC(C)C[C@H](NC(=O)c1[nH]cnc1C(=O)N[C@@H](Cc1ccccc1)C(=O)OCc1ccccc1)C(=O)OCc1ccccc1	-7%	-4%	-16%	-7%	0.4%	-3%	35	u	1%	1%	3%

Next results follow.
SMILES	TCR activator	TSG101-PTAP inh	ELG1 DNA repair	USP2a inh	B2AR arrestin	Tb PFK inh	TSHR antag	Chronic BCR inh	Mito fusion yeast	Eya2 inh	uPA surface inh
O=C1CSC2(C(=O)N3CCCc4cccc2c43)N1c1cccc(C(F)(F)F)c1 (configuration not stated)	-4%	-8%	-4%	1%	-0.2%	0%	-3	-16%	-11%	-14%	x
COc1ccc(OC)c2c1sc(=NC(=O)C(C)(C)C)n2C	-8%	1%	22%	-2%	0.1%	1%	-6	u	2%	6%	11%
C=CCN1C(=O)CS/C1=N\S(=O)(=O)c1ccc(Cl)cc1	-1%[46.1 µM]	0%	7%	5%	0.5%	2%	-3	1%	5%	5%	9%
CCOC(=O)N1CCN(c2c(NCc3ccccn3)c(=O)c2=O)CC1	1%	-2%	-2%	1%	0.0%	1%	-3	u	-1%	-14%	-28%
CC(=O)C1=C(O)C(=O)N(C)C1c1ccccc1F (configuration not stated)	1%	-1%	-8%	0%	-0.3%	0%	-2	1%	-2%	-3%	8%
O=C(O)c1ccc2c(c1)C(=O)N([C@H](Cc1ccc3ccccc3c1)C(=O)O)C2=O	x	x	x	1%	-0.5%	0%	9	-1%	1%	-18%	x
CC(OC(=O)CNC(=O)C12CC3CC(CC(C3)C1)C2)C(=O)Nc1ccc(S(N)(=O)=O)cc1 (configuration not stated)	3%	-10%	0%	1%	0.0%	-2%	2	-1%	0%	6%	0%
CC(=O)N1N=C(c2cccc([N+](=O)[O-])c2)OC1c1ccc(Cl)cc1Cl (configuration not stated)	1%	-1%	-19%	3%	-0.5%	-2%	-4	10%	-3%	-15%	-5%
CCOc1ccc(NS(=O)(=O)c2ccc(C(=O)NCCN3CCOCC3)cc2)cc1	0%	-2%	-2%	3%	0.0%	-4%	-6	1%	1%	-1%	4%
Cc1ccc(C(c2nnnn2CC2CCCO2)N2CCN(c3cccc(C)c3C)CC2)cc1 (configuration not stated)	13%	-3%	u	1%	0.0%	-10%	-25	18%	21%	10%	16%
Nc1ncnc2c1ncn2[C@@H]1O[C@H](CNCc2c(OCc3ccccc3F)ccc3ccccc23)[C@@H](O)[C@H]1O	-2%	0%	u	0%	0.9%	-3%	-4	-6%	x	-10%	-3%
N=c1c2c(-c3ccccc3)c(-c3ccccc3)n(Cc3ccco3)c2ncn1CCCO	-12%	0%	6%	2%	-0.6%	3%	-6	u	-4%	-2%	-3%
Cc1ccc(C)c(NC(=O)C2CCCN2C(=O)NC2CCCCC2)c1 (configuration not stated)	1%	-5%	0%	0%	0.4%	2%	-12	11%	-4%	1%	6%
C#CCN(Cc1ccccc1)S(=O)(=O)C=C	9%	1%	-28%	2%	0.2%	-8%	-10	u	-3%	16%	u
COc1ccccc1C1(O)C(=O)Nc2ccccc21 (configuration not stated)	2%	-3%	10%	5%	0.4%	7%	-3	u	11%	18%	4%
NCC(c1ccco1)c1c[nH]c2ccccc12 (configuration not stated)	3%	1%	-4%	-1%	0.1%	1%	-9	-3%	-1%	3%	18%
Cc1ccc(NC(=O)c2ccc(C(C)(C)C)cc2)cc1-n1cnnn1	x	1%	4%	-2%	0.4%	-1%	15	-14%	-6%	-3%	-6%
COCCCn1c(SCC(=O)NC2CCCC2)nnc1-c1cccs1	2%	-4%	-2%	2%	-0.1%	5%	3	-3%	3%	6%	0%
Cc1ccc(S(=O)(=O)N2CCC(C(=O)NCCN3CCOCC3)CC2)cc1C	-2%	-7%	7%	3%	-0.5%	-4%	1	5%	-2%	1%	0%
O=C(OC1CCOC1=O)c1ccc(Cl)c(S(=O)(=O)N2CCOCC2)c1 (configuration not stated)	-8%	-5%	0%	0%	-0.1%	-7%	4	-1%	4%	-26%	-9%
